Screening data (PubChem)
All columns: NCI-60 one-dose screen, growth in % after 48 h at 10 µM unless noted; 100 = growth as untreated, 0 = no growth, -100 = all killed.
SN12C = SN12C renal cancer cells. AID 1794767. actives 3.8% (n = 81,000)
NCI-H23 = NCI-H23 lung cancer. actives 4% (n = 80,000). AID 1794731
OVCAR-3 = OVCAR-3 ovarian cancer; actives 7% (n = 79,000)
IGROV1 = IGROV1 ovarian cancer; actives 4.7% (n = 79,000); AID 1794786
SK-OV-3 = SK-OV-3 ovarian cancer cells; actives 3.2% (n = 80,000)
NCI/ADR-RES = NCI/ADR-RES ovarian cells. actives 4.4% (n = 81,000)
OVCAR-5 = OVCAR-5 ovarian cancer. AID 1794783. actives 2.9% (n = 82,000)
NCI-H226 = NCI-H226 lung cancer | actives 3.5% (n = 79,000) | AID 1794732
OVCAR-4 = OVCAR-4 ovarian cancer cells. actives 3.7% (n = 80,000). AID 1794784
* marks the source's active call; other numbers are inactive results; x = no result given; & = joins results of further samples; [ ] = another dose, or the depositor's remark. How the source made its calls: active means growth percent below 10; inactive means the rest.

SMILES	SN12C	NCI-H23	OVCAR-3	IGROV1	SK-OV-3	NCI/ADR-RES	OVCAR-5	NCI-H226	OVCAR-4
COc1ccc(/C=C2/C(=O)N(/C=C3\C(=O)Oc4ccccc4C3=O)C(=NC(C)=O)N2C)cc1OC	99	99	107	105	111	104	111	96	105
C(=C\CSc1ccccn1)/CSc1ccccn1	97	101	104	89	100	100	101	x	109
FC(F)(F)c1nn[nH]n1	105	97	104	118	107	x	108	95	111
C=CCn1c(SCC(=O)N2CCN(c3cc4c(cc3F)c(=O)c(C(=O)O)cn4C3CC3)CC2)nnc1-c1cc(OC)c(OC)c(OC)c1	98	97	107	107	75	97	106	102	101
O=C(NC1CCc2c1ccc(Cl)c2Cl)c1cc2c([nH]c1=O)CCCC2 (stereo not given)	96[50 µM]	91[50 µM]	116[50 µM]	102[50 µM]	98[50 µM]	100[50 µM]	97[50 µM]	88[50 µM]	103[50 µM]
CC(=O)C1C(=O)C(=O)N(c2cccc([N+](=O)[O-])c2)C1=O (stereo not given)	101	99	117	109	102	113	113	92	103
COc1ccc(C(=O)NNc2ccc(-c3ccccc3)nn2)cc1	100	105	110	104	x	108	107	108	102
Cc1cccc(C)c1-n1cnc2ccccc2c1=O	90	85	104	x	97	94	92	84	98
COc1c(O[C@H]2O[C@@H](CO)[C@@H](O)C(O)C2O)cc2oc3cc(O)c(CC=C(C)C)c(O)c3c(=O)c2c1CC=C(C)C (stereo not given in full)	92	99	103	93	111	104	109	86	111
O=C1/C(=C/C=C/c2ccco2)SC(=S)N1CC(=S)C1C=CS(=O)(=O)C1 (stereo not given)	81	83	66	93	105	96	100	89	96
NS(=O)(=O)c1cnccc1-n1ccc(=O)cc1	94	94	95	x	79	103	95	82	100
O=C1c2cccc3cccc(c23)C(=O)N1CC#Cc1ccc2c3c(cccc13)C(=O)N(Cc1ccccc1)C2=O	99	97	105	95	95	99	92	101	101
COc1cc(OC)cc(-c2ccc(-c3ccc(C(=N)N)s3)s2)c1	-69*	-76*	-43*	-67*	-92*	-58*	-81*	-65*	-54*
CCCC(=O)Oc1cc(C)c2sc(=O)[nH]c2n1	96&100	105&87	115&101	107&105	109&94	105&90	97&98	103&101	102&103
COc1ccc(-c2nn(-c3cccc(Cl)c3)cc2-c2cc(-c3ccccc3)nc(N)c2C#N)cc1	83	78	62	97	96	79	113	69	79
CC1SC(c2ccc(Cl)cc2)N(NC(=O)c2[nH]c3ccc(F)cc3c2-c2ccccc2)C1=O (stereo not given)	65	66	62	84	83	x	106	93	57
C[N+]1(Cc2ccc(C(N)=O)cc2)CCC(CCC2CC[N+](C)(Cc3ccc(C(N)=O)cc3)CC2)CC1 (stereo not given)	102	100	105	98	104	105	98	106	119
COC(=O)[C@]12CC[C@@H](C)[C@H](C)[C@@H]1C1=CC[C@@H]3[C@@]4(C)C(C#N)=C[C@@](C)(CO)[C@@H]4[C@H](O)C[C@@]3(C)[C@]1(C)CC2	79	69	72	68	82	64	80	78	71
CCN(CC)CCCC(C)N=c1cc(Nc2cc(=NC(C)CCCN(CC)CC)c3cc(OC)ccc3o2)oc2ccc(OC)cc12 (stereo not given)	-9.5*	-43*	-21*	-5.2*	7.6*	3.5*	-28*	2.3*	-49*
CCCCOc1ccc(NC(=O)n2ncc3cc(N=NN(C)C)ccc32)cc1	88	79	87	75	68	86	68	84	79
COc1cc(/C=C\c2cc(/C=C\c3ccc(O)c(OC)c3)n(C(=O)COc3ccccc3)n2)ccc1O	16	1.6*	-4.5*	8.4*	-29*	20	22	10.0*	26
O=C(Nc1cccc(NC(=O)c2cccc3ccccc23)c1)c1ccccn1	104	97	114	100	103	97	112	103	101
Cc1ccc(C(=O)Sc2nc(-c3ccc(Cl)cc3)c(C#N)c(=O)[nH]2)cc1	97	101	x	100	93	98	101	97	101
COc1ccc(C2c3[nH]c4ccc(Cl)cc4c3CCN2c2oc(C)nc2C#N)cc1 (stereo not given)	67	65	56	43	105	51	82	72	69
CCS(=O)(=O)c1cc(=O)[nH]c(=O)[nH]1	101	100	112	136	116	103	106	107	102
CC(C)Cc1ccc(C(C)C(=O)OCc2ccc(Cn3c(=O)sn(CCCl)c3=O)cc2)cc1 (stereo not given)	101	87	92	93	106	92	112	88	73
Cc1ccc(S(=O)(=O)n2cc(CNc3ccc(N4CCOCC4=O)cc3)c3ccccc32)cc1	84	88	87	67	87	78	30	92	62
CCc1ccc(C(=Nc2ccc(N(C)C(=O)CN3CCN(C)CC3)cc2)c2c(O)[nH]c3ccc(C(=O)OC)cc23)cc1	-57*	-61*	-70*	-65*	-61*	11	-58*	-26*	-61*
CCc1cccc(C2=NS(=O)(=O)c3ccccc32)c1	92	93	110	101	100	102	91	101	101
NC(=O)c1ccc[n+](CCBr)c1	108	107	106	101	96	106	104	102	107
N#CC(C#N)=c1ccc(=C(C#N)C#N)cc1	112	103	107	127	96	108	102	92	99
Nc1nnc(-c2ccc3ccccc3c2O)o1	96	85	99	86	105	84	102	95	81
Nc1ccc(N=Nc2ccc(S(=O)(=O)O)cc2)c2ccccc12	104	86	99	94	72	97	106	87	103
O=C(O)/C=C(\c1nc(-c2ccccc2)c(-c2ccccc2)[nH]1)c1cc(Cl)ccc1O	97	83	95	90	90	97	111	94	83
NC(=O)C(=Cn1c(=S)[nH]c2ccc([N+](=O)[O-])cc21)C(N)=O	93	102	108	113	109	101	117	97	100
Nc1ccnc2cc(Cl)ccc12	85	94	103	100	96	93	95	90	100
O=C1c2ccccc2C(=Cc2ccccc2)c2ccccc21	22	2.9*	-36*	40	-3.6*	-64*	43	39	6.3*
C#CCOc1ccc(/C=N/Nc2nc(-c3cc4c(C(C)(C)C)cc(C(C)(C)C)cc4oc3=O)cs2)cc1OC	92	x	108	88	100	94	98	78	90
CC(/C=C\c1ccccc1)c1ccccc1 (stereo not given)	102	104	101	100	95	114	107	102	98
N#Cc1ccc(NC(=O)Nc2cccc(C#N)c2)cc1	94	86	105	78	115	90	116	116	91
O=C1Nc2ccccc2C(c2c[nH]c3ncccc23)N1 (stereo not given)	101	103	119	102	99	107	99	97	105
Oc1ccc(O)c(/C=N/NC(=S)NC2CC3CC2C2C=CCC32)c1 (stereo not given)	74	70	59	63	92	28	80	62	53
Oc1c(O)c(Br)c(Br)c(Br)c1O	99	90	105	96	107	94	101	96	94
CS(=O)(=O)c1ccc(-c2cc(-c3nnc(SCC(=O)c4ccccc4)n3-c3ccccc3)c3ccccc3n2)cc1	88	100	99	85	144	76	109	93	99
C=CCCCCCCCCC(C)=O	104	104	101	103	101	105	106	94	108
CC1=CC(c2cccs2)N2C=CSC2=N1 (stereo not given)	105	113	x	116	117	115	112	95	91
N#Cc1cccc(CN2CCc3ncn(Cc4ccc(Cl)cc4)c(=O)c3C2)c1	16	26	22	44	23	15	24	30	16
CCOC(=O)c1cnn(C)c1N	108	101	98	104	103	116	104	100	119
C(=N\N1CCCCCC1)/c1ccccc1	87	109	101	x	106	102	100	99	x
c1ccc(CCCNCCc2ccccc2)cc1	98	101	97	104	123	100	102	91	118
CCOC(=O)NC(=S)n1oc(=O)c2ccccc21	102	98	105	100	104	105	97	102	97
Cc1ccc(NCc2oc(=O)c(CNc3ccc(C)cc3)c(O)c2CO)cc1	106	88	111	101	108	91	84	102	95
COc1cc(N=Nc2ccc(O)c3ncccc23)c2ncccc2c1	69	50	30	27	43	-1.8*	60	65	17
CC(=O)[C@H]1CC[C@]2(C)[C@@H]1CC[C@@H]1[C@@]3(C)C/C(=C/c4ccccn4)C(=O)C(C)(C)[C@@H]3CC[C@]12C	93	99	114	107	107	103	103	94	92
COc1cc(/C=N/NC(=O)COc2ccc(NC(=O)Nc3ccc(Cl)cc3)cc2)ccc1O	103	109	110	112	101	113	101	107	107
C=C(CC(=O)OC)C(=O)OC	108	98	102	104	109	109	115	102	99
CC(C(=O)O)c1cccc(C(=O)c2ccccc2)c1 (stereo not given)	99	100	107	98	101	104	x	100	117
NC(Cc1cnc[nH]1)C(=O)O (stereo not given)	107&100&98	100&88&100	116&106&106	133&95&104	105&95&107	107&101&106	99&92&100	104&94&102	108&108&113
O=C1NCC(Nc2ccc(Br)cc2Cl)C(=O)N1 (stereo not given)	102	100	114	108	105	107	100	109	111
C=CC[n+]1cccc(S(=O)(=O)[O-])c1	96	106	106	113	107	104	105	100	98

Additional results follow:
SMILES	SN12C	NCI-H23	OVCAR-3	IGROV1	SK-OV-3	NCI/ADR-RES	OVCAR-5	NCI-H226	OVCAR-4
COC(=O)c1ccc2c(c1)nc(-c1ccc(Cl)cc1)n2-c1ccc(Cl)cc1	101	90	94	102	104	98	102	100	107
N#Cc1c(N2CCOCC2)nc2sc3cc(Cl)ccc3n2c1=N	100	88	104	67	67	99	95	88	102
COc1cc(C2OC34CCCCC3C(C#N)(C(=N)O4)C2(C#N)C#N)cc(OC)c1OC (stereo not given)	91	101	107	x	101	106	112	87	98
COc1c(N2CC3CCCNC3C2)c(F)cc2c(=O)c(C(=O)N/N=C/c3ccc4c(c3)OCO4)cn(C3CC3)c12 (stereo not given)	83	82	29	51	100	64	87	86	90
CC(=O)Oc1cccc2cccnc12	97	98	92	102	94	95	91	88	108
SCCNC1CCCCC1	91	97	111	103	x	111	94	102	103
O=c1oc2ccccc2cc1-c1csc(N=Nc2c(O)n(Cc3ccccc3)c3ccc(Br)cc23)n1	107	103	103	120	112	110	115	108	106
N#CCCP(=O)(O)CCC#N	95	106	115	104	104	106	107	96	96

In the list so far, 13 have a Cl atom:
SMILES	SN12C	NCI-H23	OVCAR-3	IGROV1	SK-OV-3	NCI/ADR-RES	OVCAR-5	NCI-H226	OVCAR-4
O=C(NC1CCc2c1ccc(Cl)c2Cl)c1cc2c([nH]c1=O)CCCC2 (stereo not given)	96[50 µM]	91[50 µM]	116[50 µM]	102[50 µM]	98[50 µM]	100[50 µM]	97[50 µM]	88[50 µM]	103[50 µM]
COc1ccc(-c2nn(-c3cccc(Cl)c3)cc2-c2cc(-c3ccccc3)nc(N)c2C#N)cc1	83	78	62	97	96	79	113	69	79
CC1SC(c2ccc(Cl)cc2)N(NC(=O)c2[nH]c3ccc(F)cc3c2-c2ccccc2)C1=O (stereo not given)	65	66	62	84	83	x	106	93	57
Cc1ccc(C(=O)Sc2nc(-c3ccc(Cl)cc3)c(C#N)c(=O)[nH]2)cc1	97	101	x	100	93	98	101	97	101
COc1ccc(C2c3[nH]c4ccc(Cl)cc4c3CCN2c2oc(C)nc2C#N)cc1 (stereo not given)	67	65	56	43	105	51	82	72	69
CC(C)Cc1ccc(C(C)C(=O)OCc2ccc(Cn3c(=O)sn(CCCl)c3=O)cc2)cc1 (stereo not given)	101	87	92	93	106	92	112	88	73
O=C(O)/C=C(\c1nc(-c2ccccc2)c(-c2ccccc2)[nH]1)c1cc(Cl)ccc1O	97	83	95	90	90	97	111	94	83
Nc1ccnc2cc(Cl)ccc12	85	94	103	100	96	93	95	90	100
N#Cc1cccc(CN2CCc3ncn(Cc4ccc(Cl)cc4)c(=O)c3C2)c1	16	26	22	44	23	15	24	30	16
COc1cc(/C=N/NC(=O)COc2ccc(NC(=O)Nc3ccc(Cl)cc3)cc2)ccc1O	103	109	110	112	101	113	101	107	107
O=C1NCC(Nc2ccc(Br)cc2Cl)C(=O)N1 (stereo not given)	102	100	114	108	105	107	100	109	111
COC(=O)c1ccc2c(c1)nc(-c1ccc(Cl)cc1)n2-c1ccc(Cl)cc1	101	90	94	102	104	98	102	100	107
N#Cc1c(N2CCOCC2)nc2sc3cc(Cl)ccc3n2c1=N	100	88	104	67	67	99	95	88	102

The order is random; 9.4% or so of the library scored in one or more.
